Screens: PubChem BioAssay, National Center for Advancing Translational Sciences (NCATS)
D1 agonist = activates the human D1 dopamine receptor | HEK293 T-REx D1 cells, calcium flux, agonist mode | activation, % at 2 µM | actives 1% (n = 360,000); also: 0% is about no effect
Target sequence (P21728 whole entry, looked up): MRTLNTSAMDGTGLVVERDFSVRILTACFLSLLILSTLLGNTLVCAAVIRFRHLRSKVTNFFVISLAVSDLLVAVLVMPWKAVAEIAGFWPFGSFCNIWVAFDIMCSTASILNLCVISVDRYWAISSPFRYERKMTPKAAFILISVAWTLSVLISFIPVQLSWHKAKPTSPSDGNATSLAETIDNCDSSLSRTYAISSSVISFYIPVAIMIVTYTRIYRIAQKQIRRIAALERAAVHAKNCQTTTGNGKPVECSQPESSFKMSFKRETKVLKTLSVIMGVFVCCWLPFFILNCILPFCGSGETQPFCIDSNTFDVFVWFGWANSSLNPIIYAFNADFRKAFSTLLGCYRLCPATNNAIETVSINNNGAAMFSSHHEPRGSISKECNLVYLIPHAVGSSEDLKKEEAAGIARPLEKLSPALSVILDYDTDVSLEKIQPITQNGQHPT
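Agonism was scored from calcium flux recorded over 180 s (1 read/s) after pintool compound addition, following a 10-cycle baseline. Cells were inducible force-coupled HEK293 TREx D1, plated overnight at 30 C and loaded with no-wash calcium dye.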
TRHR enhancer = TRH receptor (human) allosteric enhancement; TRHR cells, fluo-8 calcium fluorescence, EC20 TRH enhancement; enhancement, % at 2 µM; actives 0.66% (n = 360,000); in the data active = enhancement above about 30%; also: 0% is about no effect
Target sequence (P34981 whole entry, looked up): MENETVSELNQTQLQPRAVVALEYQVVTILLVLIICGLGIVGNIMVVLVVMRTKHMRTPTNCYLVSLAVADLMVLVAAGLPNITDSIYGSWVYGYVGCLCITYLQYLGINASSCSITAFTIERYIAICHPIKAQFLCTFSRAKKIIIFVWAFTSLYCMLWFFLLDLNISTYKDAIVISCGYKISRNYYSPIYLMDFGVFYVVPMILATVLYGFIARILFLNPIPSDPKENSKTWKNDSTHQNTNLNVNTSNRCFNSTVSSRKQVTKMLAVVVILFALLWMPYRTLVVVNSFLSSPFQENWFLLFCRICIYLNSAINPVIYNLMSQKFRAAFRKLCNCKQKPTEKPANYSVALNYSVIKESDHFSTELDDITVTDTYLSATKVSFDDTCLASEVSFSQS
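TRHR-expressing cells loaded with fluo-8 calcium dye were read kinetically (ex 480/em 530) during compound addition, then stimulated with an EC20 of TRH (10 nM final). Enhancement of the Gq-mediated intracellular calcium response was scored.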
D1 potentiator = human D1 dopamine receptor positive modulation; actives 0.036% (n = 360,000); P21728; potentiation, % at 10 µM; HEK293 TREx D1 cells, calcium flux, dopamine EC20 potentiation; in the data active = potentiation above about 30%; also: 0% is about no effect
D2 antag = D2 dopamine receptor (human) antagonism. inhibition, % at 10 µM. P14416. actives 2% (n = 340,000). HEK293 TREx D2 cells, calcium flux, dopamine EC80. AID 485344; in the data active = inhibition above about 30%; also: 0% is about no effect
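HEK293 T-REx D2 cells, tet-induced, calcium dye no-wash. Cpd pintool add, 180 s kinetic, then EC80 DA, 180 s kinetic. Ca flux read.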
D2 ag = agonists of human D2 dopamine receptor; P14416; HEK293 T-REx D2 cells, calcium flux agonist mode; activation, % at 2 µM; actives 0.53% (n = 340,000); AID 485358;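 active = activation over 3 SD above normal in the single-dose calcium agonist read, cut at about 30% in these data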; also: 0% is about no effect
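Calcium-flux readout, 1 cycle/sec over 180 s following compound pin transfer, in inducible HEK293 Trex D2 cells (force-coupled); dopamine controls included. Positive calcium responses during this window marked compounds as potential agonists.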
D1 antag = blocks dopamine activation of the human D1 receptor | P21728 | HEK293 TREx D1 cells, calcium flux, dopamine EC80; active compounds read low | activity change, negative = inhibition, % at 10 µM | actives 3.2% (n = 360,000); in the data active = activity change below about -30%; also: % is scaled to controls: 0 for no effect and ±100 for the full control effect
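Tetracycline-induced HEK293 T-REx cells with force-coupled D1 receptor were loaded with a no-wash calcium dye. Compound was added after a 10 s baseline and read kinetically for 180 s; EC80 dopamine was then added and calcium flux followed another 180 s.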
TRHR ag = agonists of human TRH receptor. P34981. activation, % at 2 µM. TRHR cells, calcium flux fluo-8, FDSS agonist mode. actives 0.18% (n = 360,000); also: 0% is about no effect
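TRHR-expressing cells, plated overnight in medium with 10% serum, were loaded with fluo-8 calcium dye at room temperature. After a 10 s baseline, library compound was pin-added and calcium release was recorded kinetically (ex 480/em 530) as agonist response.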
D2 potentiator = positive allosteric modulators of human D2 dopamine receptor | potentiation, % at 10 µM | HEK293 T-REx D2, calcium flux, EC20 dopamine potentiation | actives 0.34% (n = 340,000) | AID 485347;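 active = potentiation over 3 SD above the plate norm, cut at about 30% in these data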; also: 0% is about no effect
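Potentiation of an EC20 dopamine calcium response is measured in a force-coupled, tetracycline-inducible Hek293 Trex D2 line. Compound-only kinetic reads over 180 s flag agonists before dopamine addition.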
RXFP1 antag = RXFP1 (human) relaxin receptor antagonism | actives 0.59% (n = 350,000) | activity change, negative = inhibition, % at 57.5 µM | AID 1259400 | Q9HBX9 | HEK293-RXFP1, relaxin-stimulated cAMP HTRF, 30 min; active compounds read low;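 active = activity change of -60% or lower, but not beyond a set lower limit; inconclusive = change between -60% and -40%, or beyond the set limit; inactive = change above -40%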; also: % is scaled to controls: 0 for no effect and ±100 for the full control effect
The depositor's hits bear a star; ? = inconclusive; . = not tested or not shown; & = joins results of further samples. Rule as the data show it, unless noted: active = activation above about 30%; inactive = the rest.

SMILES	D1 agonist	TRHR enhancer	D1 potentiator	D2 antag	D2 ag	D1 antag	TRHR ag	D2 potentiator	RXFP1 antag
CC(CCN1CCN(CCO)CC1)c1ccccc1 (stereo not drawn)	5	7	2	5	-1.2	7	0.8	-4	0
CCCCOc1[nH]c2nc(-c3ccco3)n(Cc3ccco3)c(=N)c2c1C#N	4	-6	-22	4	-1.7	-11	2.1	-2	.
CCOc1ccc(-n2c(=O)c3c(C)c(C)sc3n(CC(=O)c3ccccc3)c2=O)cc1	-3	4	0	.	0.5	3	-0.4	6	-8
CCC(C)Sc1nc2c(cnn2-c2ccc(F)cc2)c(=O)[nH]1 (stereo not drawn)	0	-1	-3	-10	0.5	-6	0.4	-1	-6
COc1ccc(OCc2cc(C(=O)N(C)C(C)c3ccon3)no2)c(Cl)c1 (stereo not drawn)	11	-7	3	-1	0.8	-9	0.8	-5	-13
O=C(CN1C(=O)CCSc2ccccc21)Nc1ccc(F)cc1	2	0	-3	8	0.3	-13	0.7	-5	-2
O=S(=O)(Nc1cc(S(=O)(=O)N2CCOCC2)ccc1NCC1CCCO1)c1ccccc1 (stereo not drawn)	7	24	.	-19	0.2	-5	-0.2	12	-4
CCCCCNC(=O)C1CCC(Cn2c(=O)c3sccc3n(CC)c2=O)CC1 (stereo not drawn)	0	-4	-6	.	0.0	-19	-0.5	6	-4
Cc1ccccc1OCC(O)CN1CCN(c2ccc(Cl)cc2)CC1 (stereo not drawn)	5	51*	-12	-26	-0.3	-26	1.2	-33	-8
COc1ccc(C(=O)NCS(=O)(=O)c2ccc(C)cc2)cc1	1	9	-8	-10	-0.8	1	0.2	1	-6
CCN1CCN(c2ccc(NC(=O)c3ccc(Br)o3)cc2)CC1	3	33*	-7	-6	0.2	12	0.0	1	-7
COc1ccc(N(CC(=O)NCCSc2ccc(C)cc2)S(=O)(=O)c2ccccc2)c(OC)c1	6	-1	0	-15	0.9	3	1.2	.	-2
Cc1ccc(C(=O)/C=C/C(=O)O)cc1	5	-8	-5	1	-1.5	-5	-0.9	16	-35
CCOc1ccc(-c2nnn(CCC#N)n2)cc1OC	2	13	4	5	1.8	-2	0.3	11	-33
CCOC(=O)C1C(=O)CC(C)(O)C(C(=O)OCC)C1c1ccc(Br)o1 (stereo not drawn)	3	-5	-6	9	-1.3	1	-0.8	-5	-5
Cc1onc(-c2c(Cl)cccc2Cl)c1C(=O)Nc1nccs1	2	-2	1	8	0.4	-1	0.7	-1	2
O=C(Cc1cccs1)Nc1ccc(F)cc1	6	1	0	-16	-2.1	-21	1.0	15	-2
O=C(Nc1ccccn1)C1CCN(S(=O)(=O)c2ccc3ccccc3c2)CC1	4	-5	-3	3	0.2	-23	-0.2	2	4
Cc1ccnc(SCc2ccc([N+](=O)[O-])cc2)n1	0	16	2	-15	1.1	-11	0.9	-4	-4
CC(C)(C)OC(=O)N1CCC[C@H]1C(=O)N/N=C/c1ccc2nccnc2c1	0	-9	-1	.	.	-23	0.7	.	-7
CN(C)N1C(N)=C(C#N)C(c2ccc3c(c2)OCO3)C2=C1CC(C)(C)CC2=O (stereo not drawn)	1	23	4	-25	0.5	-8	-0.2	4	-5
COc1ccc(NS(=O)(=O)c2cc(NC(=O)C3CCCO3)ccc2N2CCCC2)cc1 (stereo not drawn)	2	-1	-8	12	2.3	-3	0.1	11	2
C=CCN=C1S/C(=C\c2ccc(N(C)C)cc2)C(=O)N1CC=C	12	-3	0	-20	0.6	-17	1.4	2	?
Cc1ccc(S(=O)(=O)NC(Cc2ccc(Cl)cc2)C(=O)O)cc1 (stereo not drawn)	1	-4	-1	18	0.1	-1	0.4	0	-3
CCc1nc(SCC(=O)Nc2ccnc3ccccc23)n[nH]1	12	-2	-3	-2	0.3	-46*	0.1	0	-8

Other compounds follow.
SMILES	D1 agonist	TRHR enhancer	D1 potentiator	D2 antag	D2 ag	D1 antag	TRHR ag	D2 potentiator	RXFP1 antag
CCOC(=O)CSc1nnc(-c2c[nH]c3ccccc23)o1	9	0	-6	-9	-0.1	-10	-1.1	-3	-2
CCN(Cc1nc2cc(Cl)ccc2c(=O)[nH]1)C(=O)c1nn(C)c(=O)c2ccccc12	1	-5	-1	15	0.6	5	-0.3	17	-8
S=C1NC[C@H](CC2CCCCC2)N1CCc1cccc2ccccc12	4	-3	6	0	-2.7	-5	-1.2	0	.
O=C(Nc1ccc(F)cc1)C1CCCN(c2ncnc3c2nc2n3CCCCC2)C1 (stereo not drawn)	0	-8	-4	.	.	-11	-0.8	1	-3
Cn1c(-c2ccc(F)cc2)cnc1NCc1ccccc1F	4	-5	-8	-10	0.0	-12	-0.7	-5	-3
Cc1c(C(=O)OCCOc2ccccc2)[nH]c2c1C(=O)CC(c1ccccc1Cl)C2 (stereo not drawn)	10	2	-2	.	1.6	-1	1.6	.	0
Cc1cccc(C)c1NC(=S)Nc1ccc(F)cc1	1	10	2	-1	-0.2	-14	0.5	0	12
Cc1cccc(N2CCN(C(=O)C3COc4ccccc4O3)CC2)c1C (stereo not drawn)	2	-5	-3	14	-0.2	.	-1.3	-5	-11
COc1ccccc1CNC(=O)CNC(=O)c1sc2ccccc2c1Cl	1	-3	-3	-14	0.0	-8	-0.6	-10	-1
O=C(N/N=C/c1ccc(O)c2ccccc12)c1cccnc1	4	1	-2	8	0.5	-1	0.1	1	-7
COc1ccc(S(=O)(=O)N2CCOCC2)cc1C(=O)N(C)CCOc1ccc(Cl)cc1	5	-4	-8	4	0.6	2	0.4	-3	4
CC1(C)C2CCC(C2)C1(C)NC(=O)C[N+](C)(C)C (stereo not drawn)	1	-2	-5	-3	0.5	1	0.6	-4	-6
Cc1cc(C)c(NC(=O)Cn2c(=O)n(Cc3ccccc3)c(=O)c3c(C)c(C(=O)N(C)C)sc32)c(C)c1	9	0	-4	.	-0.8	19	-0.2	-7	3
CCOCCc1nn2c(=O)cc(COC(=O)c3ccccc3OC)nc2s1	0	1	-9	.	1.8	-32*	0.3	-10	-13
COc1ccccc1-n1c(SCC(=O)Nc2ccc(C)cc2)nc(O)cc1=O	10&7	5&-7	-4&1	-6	-1.8&0.6	-3&-3	-2.2&-1.1	-1&11	-7
CC(C)(C)OC(=O)NCc1nnc(-c2cc3ccccc3[nH]2)s1	0	1	-6	.	.	-4	1.2	.	.
COc1ccc(NC(=O)CSc2nnnn2-c2ccc(F)cc2)cc1	1	0	0	12	-1.4	0	-0.2	4	-8
COCCCn1c(=O)c2sccc2n2c(CCCC(=O)NCC3CCCO3)nnc12 (stereo not drawn)	3	1	-8	-11	0.1	-23	0.4	-8	22
COc1ccc(NC(=O)c2cc3ccccc3o2)cn1	-1	41*	1	.	.	3	0.1	.	1
CC(=O)Oc1ccccc1C(=O)OCCN=C1NS(=O)(=O)c2ccccc21	5	-2	-3	5	-0.6	-6	0.1	5	-4
Cc1cc(C(=O)CSc2nnc(N)s2)c(C)n1Cc1ccco1	4	1	-3	6	-0.6	0	0.5	5	5
O=C(CSc1ccc(-c2ccc(Br)cc2)nn1)NC1CCCC1	1	9	-2	0	2.4	2	-0.6	-7	-1
CS(=O)(=O)c1ccc(C(=O)NCC(c2ccco2)N2CCCCC2)cc1 (stereo not drawn)	2	3	3	18	1.4	-12	0.8	-3	-2
CCC(=O)c1ccc(OC(=O)/C=C/c2cc(OC)c(OC)c(OC)c2)cc1	9	6	-8	4	-0.2	-18	0.5	-1	-20
CC(C)=CCC/C(C)=C/C(=O)O	2	-2	-1	55*	-0.6	-11	-0.7	-4	6

In the list so far, these have a furan ring, fused or not:
SMILES	D1 agonist	TRHR enhancer	D1 potentiator	D2 antag	D2 ag	D1 antag	TRHR ag	D2 potentiator	RXFP1 antag
CCCCOc1[nH]c2nc(-c3ccco3)n(Cc3ccco3)c(=N)c2c1C#N	4	-6	-22	4	-1.7	-11	2.1	-2	.
CCN1CCN(c2ccc(NC(=O)c3ccc(Br)o3)cc2)CC1	3	33*	-7	-6	0.2	12	0.0	1	-7
CCOC(=O)C1C(=O)CC(C)(O)C(C(=O)OCC)C1c1ccc(Br)o1 (stereo not drawn)	3	-5	-6	9	-1.3	1	-0.8	-5	-5
COc1ccc(NC(=O)c2cc3ccccc3o2)cn1	-1	41*	1	.	.	3	0.1	.	1
Cc1cc(C(=O)CSc2nnc(N)s2)c(C)n1Cc1ccco1	4	1	-3	6	-0.6	0	0.5	5	5
CS(=O)(=O)c1ccc(C(=O)NCC(c2ccco2)N2CCCCC2)cc1 (stereo not drawn)	2	3	3	18	1.4	-12	0.8	-3	-2

Going on with the list.
SMILES	D1 agonist	TRHR enhancer	D1 potentiator	D2 antag	D2 ag	D1 antag	TRHR ag	D2 potentiator	RXFP1 antag
O=C(O)c1cccc(NS(=O)(=O)c2cccc3cccnc23)c1	2	2	.	7	-0.1	-11	0.1	2	.
COC(=O)c1cccc(N(C(=O)c2cnccn2)C(C(=O)NCc2ccccc2)c2ccco2)c1 (stereo not drawn)	0	0	-4	0	0.4	-7	-0.1	6	-1
COc1cc(NC(=O)C2CC(c3ccccc3Cl)=NO2)cc(OC)c1OC (stereo not drawn)	5	5	-5	-2	0.0	-10	-0.5	6	8
CCCCC(=O)Nc1ccc(C(=O)Nc2ccc(S(=O)(=O)Nc3nccc(C)n3)cc2)cc1	4	2	-3	-7	0.4	0	0.1	2	3
OC(COc1ccc(Cl)cc1Cl)Cn1ccnc1 (stereo not drawn)	4	-2	15	8	-0.4	-4	-0.5	-2	-6
COc1ccc(CCCc2nnc(SCC(=O)Nc3nccs3)n2C)cc1C	1	0	3	-29	-1.2	6	0.4	-1	-12
CCOc1ccc(NC(=O)c2ccc(-c3csc(C)n3)cc2)cc1	6	8	-1	8	-0.6	1	-2.1	4	10
CCCCN(C(=O)c1cc(CC)c(C)s1)c1c(N)n(CC(C)C)c(=O)[nH]c1=O	3	0	0	-13	-0.5	-7	0.3	1	-7
O=C(OCC(=O)N1CCCC1)c1ccc(Cl)c([N+](=O)[O-])c1	2	-5	2	0	0.1	-1	0.1	-5	-6
COc1ccc2c(C)cc(=O)[nH]c2c1	0	-2	4	4	1.5	14	0.1	8	7
Cc1ccc(OCC(=O)NCCS(=O)(=O)N2CCN(c3ccccc3)CC2)cc1	2	0	-2	7	1.1	12	-0.7	-1	-26
O=C(COC(=O)c1cccc(S(=O)(=O)N2CCOCC2)c1)Nc1ncc(C(F)(F)F)cc1Cl	1	7	6	12	-0.5	-2	0.8	3	4
O=C(c1noc2c1CCc1ccccc1-2)N1CCCc2ccccc21	3	7	-1	-6	-0.5	-7	-0.3	10	4
N/C(=N\OC(=O)c1ccc(F)cc1)c1cccc([N+](=O)[O-])c1	-1	-3	-8	-1	0.4	1	0.1	3	5
COc1ccc(-n2c(SCC(=O)Nc3nc(C)cs3)nnc2-c2ccoc2C)cc1	0	-2	-13	13	0.4	-12	-0.1	13	-5

Single records, as listed above.
COc1ccccc1-n1c(SCC(=O)Nc2ccc(C)cc2)nc(O)cc1=O reads D1 agonist = 10&7; TRHR enhancer = 5&-7; D1 potentiator = -4&1; D2 antag = -6; D2 ag = -1.8&0.6; D1 antag = -3&-3; TRHR ag = -2.2&-1.1; D2 potentiator = -1&11; RXFP1 antag = -7
CC(C)(C)OC(=O)N1CCC[C@H]1C(=O)N/N=C/c1ccc2nccnc2c1 reads D1 agonist = 0; TRHR enhancer = -9; D1 potentiator = -1; D2 antag = .; D2 ag = .; D1 antag = -23; TRHR ag = 0.7; D2 potentiator = .; RXFP1 antag = -7
